# BRCT PPI red: BRCT-phosphoprotein interaction inhibition (red fluorophore) | P38398 | BRCT-phosphopeptide binding, red fluorescence polarization | Potency, µM (highest dose often 76.9 µM), for inactives: at the highest dose activity change, negative = inhibition, actives largely listed as inhibitors | actives 0.03% (n = 75,000) | AID 892; also: % is scaled to controls: 0 for no effect and ±100 for the full control effect
# Target sequence (P38398 whole entry, looked up): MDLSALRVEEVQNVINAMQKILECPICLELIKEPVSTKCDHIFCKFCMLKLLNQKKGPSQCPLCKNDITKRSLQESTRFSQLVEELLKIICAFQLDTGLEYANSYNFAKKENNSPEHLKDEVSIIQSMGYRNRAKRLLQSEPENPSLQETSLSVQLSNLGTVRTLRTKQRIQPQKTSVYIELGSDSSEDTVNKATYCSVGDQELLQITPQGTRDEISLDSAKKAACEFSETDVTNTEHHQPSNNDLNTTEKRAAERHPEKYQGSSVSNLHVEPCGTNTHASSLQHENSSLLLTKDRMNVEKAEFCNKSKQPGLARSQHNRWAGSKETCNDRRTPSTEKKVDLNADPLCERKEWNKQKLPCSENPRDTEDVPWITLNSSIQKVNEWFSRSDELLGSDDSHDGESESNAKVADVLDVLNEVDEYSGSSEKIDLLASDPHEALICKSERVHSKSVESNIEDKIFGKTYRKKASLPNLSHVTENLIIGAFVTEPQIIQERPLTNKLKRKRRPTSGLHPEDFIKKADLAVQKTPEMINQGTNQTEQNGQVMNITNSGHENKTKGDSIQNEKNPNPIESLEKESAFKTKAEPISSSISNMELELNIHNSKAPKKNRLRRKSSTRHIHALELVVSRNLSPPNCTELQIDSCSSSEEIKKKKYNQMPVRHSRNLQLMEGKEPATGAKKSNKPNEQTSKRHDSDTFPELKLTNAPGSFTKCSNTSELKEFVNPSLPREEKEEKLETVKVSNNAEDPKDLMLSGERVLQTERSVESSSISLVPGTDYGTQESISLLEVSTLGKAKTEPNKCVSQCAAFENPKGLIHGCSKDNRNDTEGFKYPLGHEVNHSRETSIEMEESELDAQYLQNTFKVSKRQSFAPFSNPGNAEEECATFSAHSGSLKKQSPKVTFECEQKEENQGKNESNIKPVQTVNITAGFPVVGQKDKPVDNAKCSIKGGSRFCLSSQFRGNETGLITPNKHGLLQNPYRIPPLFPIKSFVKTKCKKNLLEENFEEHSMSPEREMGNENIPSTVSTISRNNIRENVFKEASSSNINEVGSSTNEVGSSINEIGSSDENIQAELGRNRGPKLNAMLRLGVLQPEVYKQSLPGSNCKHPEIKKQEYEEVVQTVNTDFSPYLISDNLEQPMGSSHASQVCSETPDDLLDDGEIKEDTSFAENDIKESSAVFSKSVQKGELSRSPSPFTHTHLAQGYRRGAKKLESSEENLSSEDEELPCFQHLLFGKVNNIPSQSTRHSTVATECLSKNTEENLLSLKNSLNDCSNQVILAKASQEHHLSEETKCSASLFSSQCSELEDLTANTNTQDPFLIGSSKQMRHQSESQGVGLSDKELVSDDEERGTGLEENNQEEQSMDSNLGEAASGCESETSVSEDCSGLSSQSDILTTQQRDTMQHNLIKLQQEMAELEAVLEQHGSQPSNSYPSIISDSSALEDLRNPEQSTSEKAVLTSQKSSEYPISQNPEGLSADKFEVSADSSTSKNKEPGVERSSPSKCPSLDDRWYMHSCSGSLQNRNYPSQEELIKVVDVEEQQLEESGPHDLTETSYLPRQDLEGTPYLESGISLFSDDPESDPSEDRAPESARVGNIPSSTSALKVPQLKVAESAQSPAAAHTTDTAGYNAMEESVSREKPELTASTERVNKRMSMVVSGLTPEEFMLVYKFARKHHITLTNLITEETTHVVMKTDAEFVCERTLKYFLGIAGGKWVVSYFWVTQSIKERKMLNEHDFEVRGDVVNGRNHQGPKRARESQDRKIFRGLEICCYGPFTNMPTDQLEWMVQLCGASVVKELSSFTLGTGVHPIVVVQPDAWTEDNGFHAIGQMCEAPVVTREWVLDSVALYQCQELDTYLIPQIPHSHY
#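 Fluorescence polarization: 100 nM His-tagged BRCA1 BRCT with 100 nM TAMRA-labelled phospho-BACH1 decapeptide, phosphate buffer pH 7.3 with 150 mM NaCl, DTT, 0.01% Tween 20; 12 min RT. Binding inhibition seen as FP decrease.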
# Caspase-1 inhib: allosteric or competitive inhibitors of human caspase-1. P29466. Caspase-1 enzyme, Ac-WEHD-AFC fluorogenic rate. Potency, µM (top dose mostly 57.5 µM), inactives show at the highest dose activity change, negative = inhibition, usual class: inhibitors. actives 0.03% (n = 75,000). AID 900;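 also: potency is read from the fitted curve at half-maximal effect; plate controls were vehicle for no effect and no substrate for full effect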
# Tau filament bind: binders of human tau filaments; recombinant tau filaments, thioflavin S fluorescence, 15 h; filaments grown with octadecylsulfate alongside compound; Potency, µM (series often up to 57.1 µM), for the others: at the top dose activity change, negative = inhibition; actives 2% (n = 71,000); AID 596;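 also: potency is read from the fitted curve at half-maximal effect; % is scaled to controls: 0 for no effect and ±100 for the full control effect; actives lower thioflavin S fluorescence by blocking filaments or displacing dye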
#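 Read-out: ThS fluorescence, 450 nm excitation/510 nm emission; lower signal marks blocked filament formation or displaced dye. Tau at 1 uM with 30 uM ODS, 10 uM ThS, 5 mM DTT, 100 mM NaCl, 10 mM HEPES pH 7.4; 15 h, 37 C.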
# CRE Fsk mod: CRE-bla signaling modulation under forskolin stimulation | CHO CRE-bla reporter (cAMP response element driving beta-lactamase), forskolin EC10, beta-lactamase ratio | Potency, µM (top dose mostly 38.2 µM), for inactives: top-dose activity change, negative = inhibition, actives largely listed as activators | actives 2.5% (n = 71,000) | AID 662; active = well fitted activation curve with a large enough effect in the signal ratio, with a control signal flat, not every such curve was filed as active; inconclusive = small, poorly fitted or top-dose-only effect, or effect the other way, or a change in a side signal; the % refers to the signal ratio; also: potency is read from the fitted curve at half-maximal effect; % of control where 0% means no effect
#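 Cells were plated overnight at 37 °C, exposed to compound titrations plus EC10 NKH 477 for 3 h, then given CCF4 dye for 2 h at room temperature. Blue/green (460/530 nm) ratio was converted to %Activity and AC50 values calculated.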
# BRCT inh green: BRCA1 BRCT-phosphoprotein interaction inhibition | BRCA1 BRCT-phosphopeptide binding, green fluorescence polarization | AID 875 | actives 0.05% (n = 75,000) | P38398 | Potency, µM (series often up to 76.9 µM), for the others: at the highest dose activity change, negative = inhibition, most hits filed as inhibitors;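 also: potency is read from the fitted curve at half-maximal effect; plate controls were peptide without protein for full effect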
#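 Compounds were incubated for 12 min at room temperature with a complex of 100 nM fluorescein-tagged pBACH1 decapeptide and 250 nM His-tagged BRCT protein. Buffer was phosphate pH 7.3 with EDTA, DTT and Tween 20. Disruption of binding lowers the polarization signal.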
# Luciferase inh: blocks Photinus pyralis firefly luciferase activity. P08659. purified firefly luciferase, luminescence, 8 min. Potency, µM (series often up to 57.1 µM), without a hit: at the highest dose activity change, negative = inhibition, actives largely listed as inhibitors. actives 2.2% (n = 72,000). AID 411; also: potency is read from the fitted curve at half-maximal effect; % is scaled to controls: 0 for no effect and ±100 for the full control effect; nearly all actives have a fitted effect of over 40% in size
#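 Luminescence read-out after 8 min at room temperature; enzyme reaction used luciferin plus 10 uM ATP (linear range) in imidazole buffer pH 7.2 with KCl, MgCl2, Tween 20 and BSA. Each sample was run as a titration.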
# ERK AVP inh: inhibitors of vasopressin-stimulated ERK signaling pathway. actives 0.99% (n = 72,000). Potency, µM (series often up to 57.5 µM), for inactives: at the top dose activity, negative = inhibition, actives largely listed as inhibitors. HEK293-V1b, vasopressin-stimulated pERK AlphaScreen; also: potency is read from the fitted curve at half-maximal effect; % is scaled to controls: 0 for no effect and ±100 for the full control effect; nearly all actives have a fitted effect of over 55% in size
#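 Phosphorylated ERK1/2 detected via AlphaScreen bead proximity in lysates of V1b-expressing HEK293 cells given 25 nM vasopressin for 5 min after 30 min compound exposure (37 °C). AC50 from Hill equation; basal DMSO 0%, vasopressin 100%.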
# USP2a inhib: inhibitors of human ubiquitin-specific protease USP2a | AID 927 | O75604 | Potency, µM (series often up to 38.3 µM), without a hit: at the top dose activity change, negative = inhibition, most hits filed as inhibitors | actives 0.1% (n = 60,000) | USP2a enzymatic assay, qHTS inhibition;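 also: potency is read from the fitted curve at half-maximal effect; nearly all actives have a fitted effect of over 60% in size; plate controls were DMSO for no effect and NEM full inhibition control for full effect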
#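 Coupled readout: USP2-cleaved Ub-PLA2 (20nM final) turns over NBD C6-HPC (20uM final), Ex 460nm/Em 535nm after 2.5 h, time-zero read flagging artifacts. Enzyme (20nM final, pH 8.0 Tris) given 30 min RT with compound first; NEM defines full inhibition.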
# A350 fluor: compound fluoresces in the Alexa 350 spectral region; Compound autofluorescence, 340/450 nm, Alexa 350 dye-equivalents; stronger effect = higher value; max dye-equivalent concentration, M; actives 11% (n = 59,000); AID 590; in the data active = max dye-equivalent concentration above about 10 nM; inconclusive = mostly about 1.1 nM to 9.6 nM
# Caspase-7 inhib: blocks human caspase-7 allosterically or competitively. P55210. recombinant caspase-7, Ac-DEVD-AFC fluorescence rate. Potency, µM (series often up to 57.5 µM), for inactives: at the highest dose activity change, negative = inhibition, most hits filed as inhibitors. actives 0.02% (n = 75,000). AID 889; active = well fitted inhibition curve with a large enough effect in the main read-out, with a control signal flat, not every such curve was filed as active; inconclusive = small, poorly fitted or top-dose-only effect, or a change in a side signal; also: potency is read from the fitted curve at half-maximal effect; % of control where 0% means no effect
# HEK293 cAMP ctrl: parental HEK293 cAMP activation (counter-screen) | parental HEK293 CNG cAMP sensor, membrane potential fluorescence | Potency, µM (top dose mostly 57.1 µM), for inactives: at the highest dose activation, hits mostly activators | actives 2.5% (n = 73,000) | AID 938; also: potency is read from the fitted curve at half-maximal effect; % of control where 0% means no effect; nearly all actives have a fitted effect of over 55% in size
#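 Counterscreen for endogenous-receptor signalling: CNG-channel HEK 293 cells report cAMP rise by membrane depolarization. After 60 min dye equilibration with 100 uM RO 20-1724, compounds incubated 30 min before bottom-read fluorescence at 590 nm.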
# * hit, by the source's call; i = inactive; ? = inconclusive; . = no result given; [ ] = another dose, or the depositor's remark. Unless noted, calls follow the shape of the dose curve; as a rule, active = well fitted curve in the direction sought with a large enough effect; inconclusive = small, poorly fitted or top-dose-only effect, or another doubt; inactive = no such curve, though single readings can be large; an effect the other way counts as inactive or inconclusive.
# Short keys – A = BRCT PPI red; B = Caspase-1 inhib; C = Tau filament bind; D = CRE Fsk mod; E = BRCT inh green; F = Luciferase inh; G = ERK AVP inh; H = USP2a inhib; I = A350 fluor; J = Caspase-7 inhib; K = HEK293 cAMP ctrl
> OC(COc1ccc2ccccc2c1Br)Cn1ccnc1 (stereo unspecified)
  A: -2.1% | B: 2% | C: 64% | D: 14% | E: 1.8% | F: -2% | G: ? | H: 24% | I: i | J: -2% | K: 9%

> Cc1ccc(S(=O)(=O)N(CC(O)CN2CCCC2)c2ccccc2)cc1 (stereo unspecified)
  A: -1.4% | B: 1% | C: -8% | D: -6% | E: 3.1% | F: 0% | G: 1% | H: -4% | I: i | J: -2% | K: 14%

> CN(C)Cc1cc(C(C)(C)C)cc(CN(C)C)c1O
  A: -0.3%[15.4 µM] | B: 1%[11.5 µM] | C: 4%[11.4 µM] | D: -2%[7.6 µM] | E: 0.0%[15.4 µM] | F: 2%[11.4 µM] | G: 27%[11.5 µM] | H: . | I: i | J: 0%[11.5 µM] | K: 2%[11.4 µM]

> CN(C)C(=O)Nc1ccc(F)cc1F
  A: -1.3% | B: -1% | C: -10% | D: -4% | E: 0.0% | F: 1% | G: -14% | H: 0% | I: i | J: -2% | K: -1%

> COc1ccc2[nH]c(=O)c(CN(Cc3cccnc3)C(=O)Nc3ccccc3)cc2c1
  A: 0.3% | B: -1% | C: 10% | D: 14% | E: 0.0% | F: -3% | G: ? | H: . | I: 9.7e-08M* | J: 1% | K: 6%

> Nc1nc(-c2cccnc2)nn1C(=O)c1ccco1
  A: -0.2% | B: 1% | C: 6% | D: -10% | E: -1.6% | F: -2% | G: -3% | H: -9% | I: i | J: 1% | K: 6%

> Cc1cc2nnc(SC3CCOC3=O)n2c2ccccc12 (stereo unspecified)
  A: -1.6% | B: 3% | C: 12% | D: ? | E: -1.1% | F: -3% | G: 16µM* | H: 7% | I: 1.3e-08M* | J: -1% | K: -1%

> CCN(CC)c1ccc(NC(=O)c2ccc(Br)o2)cc1
  A: 0.3% | B: -3% | C: 3.2µM* | D: ? | E: -1.7% | F: 10µM* | G: ? | H: 3%[7.66 µM] | I: . | J: -1% | K: 2%[11.4 µM]

> CCN1C(=O)[C@H]2[C@H]3[C@H](O)[C@H](O)C/C(=N/NC(=O)OCc4ccccc4)[C@@H]3CC[C@@H]2C1=O
  A: -0.9%[15.4 µM] | B: -1%[11.5 µM] | C: . | D: . | E: 1.5%[15.4 µM] | F: 0%[11.4 µM] | G: -8%[11.5 µM] | H: . | I: . | J: -1%[11.5 µM] | K: -6%[11.4 µM]

> Cc1sc(NC(=O)CSc2nnc(-c3ccc(F)cc3)o2)c(C#N)c1C
  A: -0.3% | B: -4% | C: 5% | D: ? | E: 0.2% | F: -8% | G: 1% | H: 262%[activator] | I: i | J: -6% | K: ?

> C[C@H](NC(=O)OC(C)(C)C)c1nnc(SCC(=O)c2ccc(Cl)cc2)o1
  A: -1.0% | B: -3% | C: -3% | D: 4% | E: 0.1% | F: -3% | G: -28% | H: 8% | I: i | J: -2% | K: ?

> Cn1c(Cn2c(=O)sc3ccccc32)nnc1SCc1cccnc1
  A: -0.7% | B: 1% | C: 4% | D: -2% | E: -2.0% | F: 0% | G: -27% | H: . | I: . | J: -1% | K: 0%

> C/C=C/c1ccc(OCCN2C(=O)NC(C)(C)C2=O)c(OC)c1
  A: 1.5% | B: 0% | C: -7% | D: -4% | E: 0.2% | F: 0% | G: -6% | H: 8% | I: i | J: -2% | K: -14%

> Brc1cccc(-c2nnc(SCc3ccon3)n2-c2ccccc2)c1
  A: -1.0% | B: -2% | C: 35% | D: ? | E: 3.5% | F: 0% | G: . | H: . | I: . | J: -1% | K: 23%

> OCC1N=C(c2ccccn2)OC1c1ccccc1 (stereo unspecified)
  A: 0.3% | B: 0% | C: -37% | D: ? | E: -1.1% | F: 5% | G: 7% | H: 1% | I: i | J: 0% | K: 4%

> CCOc1ccc(NC(=O)Nc2ccc3c(c2)N(C)C(=O)CS3)cc1
  A: 1.3% | B: -1% | C: 62% | D: -7% | E: 0.7% | F: -3% | G: ? | H: . | I: . | J: -3% | K: -11%

> CCc1noc(C)c1C(=O)Nc1sc(C(=O)N(C)C)c(C)c1C(=O)OC
  A: -0.7% | B: -2% | C: 16% | D: ? | E: 0.3% | F: 0% | G: -26% | H: 11% | I: i | J: 1% | K: 1%

> COc1ccc(OC)c(NC(=O)CCn2cccc2)c1
  A: -0.3% | B: -3% | C: . | D: . | E: -0.6% | F: . | G: . | H: . | I: . | J: 0% | K: 7%

# Pulled by structure from above, 6 records:
# Short keys – A = BRCT PPI red; B = Caspase-1 inhib; C = Tau filament bind; D = CRE Fsk mod; E = BRCT inh green; F = Luciferase inh; G = ERK AVP inh; H = USP2a inhib; I = A350 fluor; J = Caspase-7 inhib; K = HEK293 cAMP ctrl
> CCOc1ccc(NC(=O)Nc2ccc3c(c2)N(C)C(=O)CS3)cc1
  A: 1.3% | B: -1% | C: 62% | D: -7% | E: 0.7% | F: -3% | G: ? | H: . | I: . | J: -3% | K: -11%

> Brc1cccc(-c2nnc(SCc3ccon3)n2-c2ccccc2)c1
  A: -1.0% | B: -2% | C: 35% | D: ? | E: 3.5% | F: 0% | G: . | H: . | I: . | J: -1% | K: 23%

> CCc1noc(C)c1C(=O)Nc1sc(C(=O)N(C)C)c(C)c1C(=O)OC
  A: -0.7% | B: -2% | C: 16% | D: ? | E: 0.3% | F: 0% | G: -26% | H: 11% | I: i | J: 1% | K: 1%

> C[C@H](NC(=O)OC(C)(C)C)c1nnc(SCC(=O)c2ccc(Cl)cc2)o1
  A: -1.0% | B: -3% | C: -3% | D: 4% | E: 0.1% | F: -3% | G: -28% | H: 8% | I: i | J: -2% | K: ?

> Cn1c(Cn2c(=O)sc3ccccc32)nnc1SCc1cccnc1
  A: -0.7% | B: 1% | C: 4% | D: -2% | E: -2.0% | F: 0% | G: -27% | H: . | I: . | J: -1% | K: 0%

> C/C=C/c1ccc(OCCN2C(=O)NC(C)(C)C2=O)c(OC)c1
  A: 1.5% | B: 0% | C: -7% | D: -4% | E: 0.2% | F: 0% | G: -6% | H: 8% | I: i | J: -2% | K: -14%

# Structures listed so far marked active in ERK AVP inh:
SMILES,BRCT PPI red,Caspase-1 inhib,Tau filament bind,CRE Fsk mod,BRCT inh green,Luciferase inh,ERK AVP inh,USP2a inhib,A350 fluor,Caspase-7 inhib
Cc1cc2nnc(SC3CCOC3=O)n2c2ccccc12 (stereo unspecified),-1.6%,3%,12%,?,-1.1%,-3%,16µM*,7%,1.3e-08M*,-1%

# Screening results from PubChem BioAssay.

# An unsorted share of the library; 16% or so of the library scored in one or more.
